Bioassay records deposited in PubChem by The Scripps Research Institute Molecular Screening Center.
LEDGF integ inh: blockers of LEDGF/p75-dependent integrase strand transfer – biochemical, TR-FRET, high throughput, primary screen | TR-FRET IN-LEDGF/p75 DNA integration, Eu/Cy5 | 370,000 tested, 0.64% active | inhibition, % at 3.7 µM | HIV-1 integrase (with human LEDGF/p75);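 active = inhibition above the screen-wide mean plus 3 SD, cut at about 13% in these data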;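 note: signal is the Cy5 over europium emission ratio at 671 and 618 nm; 0% = plate median of compound wells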
ABHD4 inh: ABHD4 inhibitors, primary screen, biochemical, fluorescence polarization, mouse. inhibition, % at 8.92 µM. (Lyso)-N-acylphosphatidylethanolamine lipase (Mus musculus), Q8VD66. 370,000 tested, 0.54% active. purified mABHD4, FP-Rh probe fluorescence polarization;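 active = inhibition exceeding the mean over every tested compound plus 3 SD, cut at about 30% in these data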;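 note: 0% = plate median of compound wells and 100% = S159A mutant with DMSO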
Target sequence (Q8VD66 whole entry, looked up): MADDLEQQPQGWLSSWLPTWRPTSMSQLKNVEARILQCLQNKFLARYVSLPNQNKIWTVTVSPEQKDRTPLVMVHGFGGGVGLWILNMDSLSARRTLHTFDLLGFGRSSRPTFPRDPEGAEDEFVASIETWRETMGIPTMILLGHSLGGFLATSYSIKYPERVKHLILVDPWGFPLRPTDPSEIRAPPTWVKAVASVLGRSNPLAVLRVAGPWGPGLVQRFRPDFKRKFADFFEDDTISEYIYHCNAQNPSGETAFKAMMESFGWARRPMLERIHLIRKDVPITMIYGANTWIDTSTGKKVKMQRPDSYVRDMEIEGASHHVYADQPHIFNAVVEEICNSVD
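Assay system: mouse ABHD4 enzyme, wild type / Also added: fluorescent activity-based probe FP-Rh / Doses: single nominal dose of 8.92 µM, 0.89% DMSO final / Timing: 45 min compound pre-incubation plus 60 min probe step, 25 °C / Signal: FP readout, ex 525 nm / em 598 nm / Control set: S159A mutant/DMSO as 100%, compound-well median as 0%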
TDP2 absorb: human TDP2 enzyme inhibitors, primary screen, biochemical, epi absorbance, recombinant enzyme | Tyrosyl-DNA phosphodiesterase 2 (Homo sapiens), O95551 | T5PNP hydrolysis, p-nitrophenol absorbance 415 nm | inhibition, % at 12.8 µM | 370,000 tested, 0.34% active;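 active = inhibition above the mean of all tested compounds plus 3 SD, set per campaign, cut at about 25% in these data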;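 note: 0% = DMSO with enzyme and 100% = buffer with substrate but no TDP2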
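Read-out basis: percent inhibition. System: recombinant human TDP2. Buffer or medium: Mg2+-containing Tris-HCl buffer, pH 7.5. Repeats: single replicate. Timing: reaction 2 h, 37 °C. Benchmarks: high control without enzyme, low control DMSO plus TDP2. Probe or stimulus: 5 mM T5PNP. Doses: 12.8 µM only. Measured by: epi absorbance of p-nitrophenol freed from T5PNP by hydrolysis.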
PG9 binder: binders of HIV-1 gp120 antibody PG9, primary screen, biochemical, TR-FRET; HIV-1 gp120 / PG9 antibody interaction; inhibition, % at 6.7 µM; 360,000 tested, 0.43% active; TR-FRET gp120-PG9 antibody binding; in the data active = inhibition above about 8.5%
HTRA1 inh: HTRA1 serine protease inhibitors, primary screen, biochemical, fluorescence polarization, HTS. Q92743. recombinant HTRA1, FP-rhodamine activity-based probe. inhibition, % at 5.96 µM. 340,000 tested, 0.5% active; in the data active = inhibition above about 36%;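 note: 0% = enzyme with DMSO and 100% = wells lacking enzyme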
Target sequence (Q92743 whole entry, looked up): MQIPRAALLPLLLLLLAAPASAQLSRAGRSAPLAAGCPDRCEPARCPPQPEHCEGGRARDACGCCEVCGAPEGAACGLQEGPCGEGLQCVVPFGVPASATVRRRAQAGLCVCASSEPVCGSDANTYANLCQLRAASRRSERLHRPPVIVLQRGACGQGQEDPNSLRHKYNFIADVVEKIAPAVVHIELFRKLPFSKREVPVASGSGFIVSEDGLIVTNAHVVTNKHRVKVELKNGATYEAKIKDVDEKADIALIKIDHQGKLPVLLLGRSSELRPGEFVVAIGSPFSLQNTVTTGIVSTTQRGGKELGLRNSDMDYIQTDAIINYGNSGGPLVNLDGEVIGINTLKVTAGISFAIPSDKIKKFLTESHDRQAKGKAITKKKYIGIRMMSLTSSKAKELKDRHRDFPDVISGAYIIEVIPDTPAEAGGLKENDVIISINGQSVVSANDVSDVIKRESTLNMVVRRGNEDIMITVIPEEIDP
TCR CD3 inh: inhibitors of human TCR-CD3 interaction, primary screen, biochemical, fluorescence, TAMRA-labeled TCR probe; 360,000 tested, 0.37% active; inhibition, % at 9.4 µM; AID 651800, 2012; T-cell receptor (TCR); in the data active = inhibition above about 19%;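 note: recombinant mutant TCR 2C K166C tagged with TAMRA read by polarization; 0% = receptor in buffer alone and 100% = receptor with positive control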
UHRF1 MBD2 ctr: UHRF1 methylated DNA binding inhibitors, primary screen, counter-screen for MBD2 inhibitor project, biochemical, TR-FRET, human UHRF1, single concentration; AID 687016, 2013; UHRF1 binding to methylated oligo; inhibition, % at 4.4 µM; 370,000 tested, 0.75% active; E3 ubiquitin-protein ligase UHRF1 (Homo sapiens), Q96T88; in the data active = inhibition above about 21%;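 note: UHRF1 SRA domain binding a hemimethylated CpG hairpin DNA probe; 0% = median of test compound wells and 100% = reference inhibitor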
Tn7 DDE FP: inhibitors of Tn7 peptide binding to fibrin DD(E), primary screen, biochemical, fluorescence polarization, human fibrin, Tn7 probe. Fibrinogen beta chain (Homo sapiens), P02675. FP displacement of FITC-Tn7 peptide from fibrin DD(E); 0% = median of compound wells per plate. inhibition, % at 8.3 µM. 370,000 tested, 0.13% active;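 active = inhibition above the mean of compounds falling within the control limits plus 3 SD of them, cut at about 14% in these data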;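 note: 0% = plate median of compound wells and 100% = 10 µM Aha-Tn7 peptide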
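system = human fibrin DD(E) protein | quantity = DD(E) 2 µM final | medium = Tris/NaCl/CaCl2 buffer, pH 7.8 | also added = labelled Tn7 tracer, 0.1 µM | compound dosing = single point at 8.3 µM | timing = compound with protein 10 min, then 3 h after probe, room temperature | signal = FP measurement | benchmarks = Aha-Tn7 high control | repeats = one replicate per compound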
PRMT1 FP inh: PRMT1 methyltransferase inhibitors, primary screen, biochemical, fluorescence polarization. Protein arginine N-methyltransferase 1 (Homo sapiens), Q99873. recombinant PRMT1, activity-based probe fluorescence polarization. inhibition, % at 2.79 µM. 370,000 tested, 1.3% active;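 active = inhibition above about 21% made by adding two undisclosed values, limit read from the data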
SIAE primary: human SIAE inhibitors, primary screen, biochemical, fluorescence polarization, FP-Rh probe, 1536-well HTS. Sialate O-acetylesterase (Homo sapiens), Q9HAT2. SIAE FP-Rh probe binding. inhibition, % at 9.66 µM. 370,000 tested, 0.69% active. AID 1053197, 2014;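 active = inhibition above a cutoff: mean of compounds within the control limits plus 3 SD of those, cut at about 17% in these data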;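 note: 0% = plate median of compound wells and 100% = probe without SIAE protein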
An asterisk follows results filed as active.

The opening two entries (preview)
The line under a structure holds: LEDGF integ inh	ABHD4 inh	TDP2 absorb	PG9 binder	HTRA1 inh	TCR CD3 inh	UHRF1 MBD2 ctr	Tn7 DDE FP	PRMT1 FP inh	SIAE primary
> COc1ccccc1C(=O)NCc1ccccn1
 : -5	0	3	-1.2	-5	-2	1	8	2	2
> CCOC(=O)c1sc2ncnc(N3CCN(C)CC3)c2c1C
 : 1	3	-1	-2.3	-5	3	-2	0	-4	2

Results, previewed entries included:
The line under a structure holds: LEDGF integ inh	ABHD4 inh	TDP2 absorb	PG9 binder	HTRA1 inh	TCR CD3 inh	UHRF1 MBD2 ctr	Tn7 DDE FP	PRMT1 FP inh	SIAE primary
> COc1ccccc1C(=O)NCc1ccccn1
 : -5	0	3	-1.2	-5	-2	1	8	2	2
> CCOC(=O)c1sc2ncnc(N3CCN(C)CC3)c2c1C
 : 1	3	-1	-2.3	-5	3	-2	0	-4	2
> O=C(NCc1ccccc1)C1(C(F)(F)F)CC(CCCO)CCCO1 (configuration not stated)
 : 4	1	0	0.2	-2	7	1	9	-4	7
> O=C(C1CC(=O)N(c2ccc3c(c2)OCCO3)C1)N1CCN(c2ccccc2O)CC1 (configuration not stated)
 : -2	5	-3	-1.7	-2	2	-1	5	-1	9
> COc1ccc(NC(=O)/C(N=Nc2cc(S(=O)(=O)Nc3ccc(OC)cc3)ccc2OC)=C(\C)O)cc1
 : -1	1	-2	1.4	2	1	3	-2	3	-2
> CC1CCCCN1C(=O)c1cc2nc(-c3ccccc3)cc(-c3ccccc3)n2n1 (configuration not stated)
 : -1	-6	-9	-0.3	-77	5	1	-5	2	-9
> C=CCNC(=O)CC(=O)N/N=C/c1cccc(Br)c1
 : 1	5	2	-1.8	-12	-5	-3	-3	3	-1
> CCOC(=O)NC(=O)c1cn(Nc2ncc(Cl)cc2C(F)(F)F)c(=O)[nH]c1=O
 : -6	4	8	-1.0	-11	-6	-1	2	5	-1
> O=C(OCC(=O)N1c2ccccc2Sc2ccccc21)C1CC(=O)N(Cc2ccco2)C1 (configuration not stated)
 : 0	-1	1	-2.8	-5	9	-3	-5	-2	1
> C/C=C(\C)C(=O)NCCN1C2=NC[C@H](C(C)C)N2C[C@@H]1Cc1ccc(OC)cc1
 : 1	2	5	0.3	2	-1	-1	7	-2	10

Next structures
The line under a structure holds: LEDGF integ inh	ABHD4 inh	TDP2 absorb	PG9 binder	HTRA1 inh	TCR CD3 inh	UHRF1 MBD2 ctr	Tn7 DDE FP	PRMT1 FP inh	SIAE primary
> CS(=O)(=O)N(CCC#N)Cc1ccco1
 : 3	1	-1	-1.5	-4	1	-1	3	0	-1
> COc1ccc2c(c1)C(C1=C(O)CC(C)(C)CC1=O)C1=C(CC(C)(C)CC1=O)O2 (configuration not stated)
 : -2	-1	4	-1.4	1	4	-3	-1	-2	8
> NCCc1c(-c2ccccc2)n(-c2ccccc2)c2ccccc12
 : -2	16	0	-0.7	-3	2	1	9	2	-2
> O=C(NCCC1CCCCN1S(=O)(=O)c1ccccc1)C(=O)NC1CC1 (configuration not stated)
 : 1	1	6	-1.3	3	-1	0	2	-2	-4
> C=Cc1cccc(NC(=O)c2ccc(NC(=O)c3ccco3)cc2)c1
 : -3	-26	-5	-2.1	-70	12	0	1	-4	-37
> O=S(=O)(N/N=C/c1ccc(F)cc1)c1ccccc1
 : -2	7	11	0.3	-8	3	-1	1	4	-1
> Cc1cc(C(=O)N/N=C/c2ccco2)c2ccccc2n1
 : -4	7	5	-1.8	3	0	0	1	1	2
> COC(=O)c1cc(C(=O)N2CCN(c3ccccc3OC)CC2)cc([N+](=O)[O-])c1
 : 4	-4	-12	-2.2	2	-2	1	0	-5	-2
> COCCNC(=O)c1ccc(S(=O)(=O)c2ccc(Cl)cc2)c(NC(C)=O)c1
 : 0	5	27*	0.2	-1	1	-4	2	-1	1
> CCCNS(=O)(=O)c1ccc(OCC(=O)OC)cc1
 : 4	7	-16	-2.4	-2	4	1	-5	-1	-5

Other entries follow.
The line under a structure holds: LEDGF integ inh	ABHD4 inh	TDP2 absorb	PG9 binder	HTRA1 inh	TCR CD3 inh	UHRF1 MBD2 ctr	Tn7 DDE FP	PRMT1 FP inh	SIAE primary
> Cc1ccc(C(=O)COC(=O)CSc2cccc3cccnc23)c(C)c1
 : -1	-15	-2	-0.8	-24	8	-15	4	-2	3
> COC(=O)C1=C(CSc2nncn2C)NC(=O)NC1c1ccc(F)cc1 (configuration not stated)
 : -3	8	-3	1.2	7	-3	20	-2	1	-6
> COc1cc(CNC2CCCCCC2)cc(OC)c1
 : 3	7	-4	-1.7	2	-4	-3	1	-1	6
> O=C(NCC(c1cccnc1)N1CCN(c2ccccc2F)CC1)c1ccccc1 (configuration not stated)
 : 1	-7	10	-1.7	-1	1	-2	-2	-2	-1
> CCn1c(SCC(=O)NNC(=O)c2ccc(OC)cc2)nnc1C1CC1
 : -3	-1	2	-1.7	0	2	1	1	-1	-3
> C/C(=C(/NC(=O)c1ccccc1)C(=O)O)c1ccco1
 : -1	6	2	-3.1	7	4	-3	0	2	1
> Cc1c(NC(=S)NC(NC(=O)C(C)C)C(Cl)(Cl)Cl)c(=O)n(-c2ccccc2)n1C (configuration not stated)
 : 3	2	-15	-3.8	4	3	18	-1	0	4
> CSc1ccc2c(c1)N(CCC1CCCCN1C)c1ccccc1S2 (configuration not stated)
 : -4	9	-6	-14	16	1	1	-7	4	-9
> O=[N+]([O-])C(=C1Nc2ccccc2N1)C(Cl)=C(Cl)Cl
 : -1	5	-2	-2.5	-16	11	-3	0	4	5
> N/C(Cn1cncn1)=N\NC(=O)c1ccc(Cl)cc1Cl
 : -1	0	1	2.4	5	-5	0	3	1	-1

(continued)
The line under a structure holds: LEDGF integ inh	ABHD4 inh	TDP2 absorb	PG9 binder	HTRA1 inh	TCR CD3 inh	UHRF1 MBD2 ctr	Tn7 DDE FP	PRMT1 FP inh	SIAE primary
> COc1ccc(N(CC(=O)Nc2cc(OC)ccc2OC)S(=O)(=O)c2c(C)nn(C)c2C)cc1
 : -2	0	-1	0.5	-2	7	-3	1	0	-2
> COc1cc(-c2ncc3ccccn23)cc(OC)c1OC
 : 4	15	-1	0.4	4	-4	2	5	6	7
> COc1ccc(NCC(=O)N/N=C/c2ccc3c(c2)OCCO3)cc1
 : 3	9	-12	-3.0	1	2	-2	-3	-2	4
> CCOc1cc(-c2ccccc2)nc(N)n1
 : 1	-4	0	1.4	-5	2	-4	-3	-2	6
> O=C(c1nc(SCc2ccc([N+](=O)[O-])cc2)n2ccccc12)C(F)(F)F
 : 0	3	-5	-5.7	2	0	24*	-1	-1	4
> CCC(C)c1ccc(OCCCCN2CCOCC2)cc1 (configuration not stated)
 : 2	14	3	-0.9	0	7	-1	-2	0	4
> Cc1cccc(OCC(=O)Nc2ccccc2C(F)(F)F)c1
 : 1	4	-7	-0.4	3	-12	6	3	3	4
> Cc1cnc(C(=O)OCC(=O)c2c[nH]c3ccccc23)cn1
 : 1	-7	1	-1.6	7	1	2	-8	-2	-1
> CCOc1cccc2cc(C(N)=O)c(=NCc3ccccc3)oc12
 : 2	-4	0	-2.6	2	4	3	-9	4	-3
> Cc1ccc(NC(=O)c2ccc(Cl)c(S(=O)(=O)N3CCCCCC3)c2)nc1
 : 4	0	10	1.1	-6	3	-1	3	0	-7

The listing continues.
The line under a structure holds: LEDGF integ inh	ABHD4 inh	TDP2 absorb	PG9 binder	HTRA1 inh	TCR CD3 inh	UHRF1 MBD2 ctr	Tn7 DDE FP	PRMT1 FP inh	SIAE primary
> COc1ccc(NC(=O)Nc2ccon2)c(OC)c1
 : 0	-2	5	1.2	4	7	-3	1	-2	5
> O=C(CCC(=O)N1CCN(S(=O)(=O)c2ccc(Cl)cc2)CC1)Nc1ccc2ccccc2c1
 : 3	-10	-2	-1.3	-33	-2	3	0	0	-6
> Cn1c(=O)n(CC(N)=O)c2ccccc21
 : -1	5	-4	-0.4	3	0	0	-1	-1	0
> COC(=O)c1cc2c(cc1Cl)N1CCCCCC1=NS2(=O)=O
 : -2	4	-3	0.1	6	0	4	1	-2	-3
> CC(=O)c1cccc(NC(=O)CSc2nnnn2C2CCCC2)c1
 : 2	1	-4	-0.3	7	6	-1	1	0	1
> Cc1c(C)n(C)c2ccc(C(=O)NCc3cccs3)cc12
 : -4	-100	-13	0.3	-17	-27	-4	-6	7	-138
> CC1=NN(C(=O)c2ccccc2Br)C(O)(c2cccnc2)C1 (configuration not stated)
 : 0	5	-11	0.1	2	4	-2	2	0	1
> CNC(=O)N/N=C(\N)c1ccccn1
 : -5	4	6	-0.7	5	-4	0	4	1	6
> CCC(Oc1ccc(C)c(C)c1)C(=O)N1CCCN(C)CC1 (configuration not stated)
 : -2	-1	5	0.4	0	-4	-3	12	1	7
> Cc1cccc(-n2ccnc2SCC(=O)Nc2cccc(S(=O)(=O)NC3=NCCC3)c2)c1C
 : -2	0	-4	1.4	1	0	4	-3	2	1
> CC(=O)Nc1cccc(NC(=O)CSc2nc(=O)n(CCN3CCOCC3)c3c2CCC3)c1
 : 0	-5	-8	1.1	-7	7	5	3	1	2
> COc1ccc(CN(Cc2cccn2C)S(=O)(=O)c2ccc(F)cc2)cc1
 : -1	-19	-12	0.4	-12	-7	5	-6	3	-3
